Assay outcomes deposited in PubChem by several laboratories.
UHRF1 binding = UHRF1 methylated DNA binding inhibitors, primary screen, counter-screen for MBD2 inhibitor project, biochemical, TR-FRET, human UHRF1, single concentration; E3 ubiquitin-protein ligase UHRF1 (Homo sapiens), Q96T88; UHRF1 binding to methylated oligo; inhibition, % at 4.4 µM; hit rate 0.75% among 370,000; in the data active means inhibition above about 21%;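 further: UHRF1 SRA domain binding a hemimethylated CpG hairpin DNA probe; 0% = median of test compound wells and 100% = reference inhibitor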
PRMT1 FP inh = PRMT1 methyltransferase inhibitors, primary screen, biochemical, fluorescence polarization; recombinant PRMT1, activity-based probe fluorescence polarization; inhibition, % at 2.79 µM; AID 652257, 2013; hit rate 1.3% among 370,000;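 active means inhibition above about 21% made by adding two undisclosed values, limit read from the data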
Target sequence (Q99873 whole entry, looked up): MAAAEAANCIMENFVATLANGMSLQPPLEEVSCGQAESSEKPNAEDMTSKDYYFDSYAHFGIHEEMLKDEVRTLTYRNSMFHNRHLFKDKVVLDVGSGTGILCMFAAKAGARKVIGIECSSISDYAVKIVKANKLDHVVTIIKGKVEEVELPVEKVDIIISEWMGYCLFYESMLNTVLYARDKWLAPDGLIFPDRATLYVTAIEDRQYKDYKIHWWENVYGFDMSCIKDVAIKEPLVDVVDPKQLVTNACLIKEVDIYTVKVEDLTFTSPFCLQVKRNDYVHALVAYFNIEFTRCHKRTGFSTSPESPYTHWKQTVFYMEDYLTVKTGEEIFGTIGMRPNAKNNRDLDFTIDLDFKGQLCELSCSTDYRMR
LEDGF integ inh = blockers of LEDGF/p75-dependent integrase strand transfer – biochemical, TR-FRET, high throughput, primary screen | TR-FRET IN-LEDGF/p75 DNA integration, Eu/Cy5 | inhibition, % at 3.7 µM | HIV-1 integrase (with human LEDGF/p75) | hit rate 0.64% among 370,000;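 active means inhibition above the screen-wide mean plus 3 SD, cut at about 13% in these data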;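 further: signal is the Cy5 over europium emission ratio at 671 and 618 nm; 0% = plate median of compound wells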
PG9 binder = binders of HIV-1 gp120 antibody PG9, primary screen, biochemical, TR-FRET; hit rate 0.43% among 360,000; inhibition, % at 6.7 µM; TR-FRET gp120-PG9 antibody binding; HIV-1 gp120 / PG9 antibody interaction; AID 624416, 2012; in the data active means inhibition above about 8.5%
TCR CD3 inh = inhibitors of human TCR-CD3 interaction, primary screen, biochemical, fluorescence, TAMRA-labeled TCR probe | T-cell receptor (TCR) | inhibition, % at 9.4 µM | hit rate 0.37% among 360,000; in the data active means inhibition above about 19%;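 further: recombinant mutant TCR 2C K166C tagged with TAMRA read by polarization; 0% = receptor in buffer alone and 100% = receptor with positive control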
rCAG RNA binder = binders of r(CAG) RNA repeats, primary screen, biochemical, fluorescence; r(CAG) RNA repeat, TO-PRO-1 dye displacement fluorescence; inhibition, % at 3 µM; hit rate 1.3% among 370,000;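 active means inhibition above the plate cutoff, the mean of all test compounds on that plate plus 3 SD, cut at about 35% in these data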;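 further: 0% = DMSO alone and 100% = 100 µM mitoxantrone as full dye displacement; higher means more dye released from RNA so lower well fluorescence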
HTRA1 inhibitor = HTRA1 serine protease inhibitors, primary screen, biochemical, fluorescence polarization, HTS; AID 504803, 2011; hit rate 0.5% among 340,000; recombinant HTRA1, FP-rhodamine activity-based probe; Q92743; inhibition, % at 5.96 µM; in the data active means inhibition above about 36%;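 further: 0% = enzyme with DMSO and 100% = wells lacking enzyme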
MBD2 DNA inh = inhibitors of MBD2 binding to methylated DNA, primary screen, biochemical, TR-FRET, DNA-binding domain, human. Methyl-CpG-binding domain protein 2 (Homo sapiens), Q9UBB5. inhibition, % at 4.4 µM. AID 686964, 2013. hit rate 0.31% among 370,000. MBD2 binding to methylated oligonucleotide; in the data active means inhibition above about 13%
ABHD4 inh = ABHD4 inhibitors, primary screen, biochemical, fluorescence polarization, mouse. (Lyso)-N-acylphosphatidylethanolamine lipase (Mus musculus), Q8VD66. purified mABHD4, FP-Rh probe fluorescence polarization. inhibition, % at 8.92 µM. hit rate 0.54% among 370,000;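 active means inhibition exceeding the mean over every tested compound plus 3 SD, cut at about 30% in these data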;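 further: 0% = plate median of compound wells and 100% = S159A mutant with DMSO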
Target sequence (Q8VD66 whole entry, looked up): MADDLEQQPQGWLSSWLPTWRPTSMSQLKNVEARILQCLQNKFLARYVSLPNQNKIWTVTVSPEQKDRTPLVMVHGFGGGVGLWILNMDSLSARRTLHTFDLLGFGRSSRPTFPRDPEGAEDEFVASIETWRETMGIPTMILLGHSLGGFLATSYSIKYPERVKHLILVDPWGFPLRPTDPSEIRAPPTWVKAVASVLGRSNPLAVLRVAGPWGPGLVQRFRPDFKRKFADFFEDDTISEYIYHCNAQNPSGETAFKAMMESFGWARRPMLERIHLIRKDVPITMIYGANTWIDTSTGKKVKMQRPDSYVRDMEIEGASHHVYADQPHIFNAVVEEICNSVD
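Test system: mouse ABHD4 enzyme, wild type. Reagent: FP-Rh fluorescent activity-based probe, added after compound pre-incubation. Timing: pre-incubation 45 min, probe exposure 60 min, at 25 °C. Technique: FP readout, ex 525 nm / em 598 nm. Benchmarks: high control S159A mutant with DMSO, low control median of compound wells.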
NR1D1 modulator = modulators of Rev-erb alpha DNA binding, primary screen, biochemical, FITC-DNA, fluorescence polarization, uHTS; Nuclear receptor subfamily 1 group D member 1 (Homo sapiens), P20393; Rev-erbα–FITC-DNA binding, 90 min; activity, % at 10 µM; hit rate 0.79% among 370,000; AID 1259318, 2017;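 active means activity above about 14%, limit read from the data; passing the limit was not always enough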;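 further: 0% = DMSO wells with 35 nM protein and 100% = DMSO wells with 750 nM protein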
* marks the source's active call; other numbers are inactive results; / = not tested or not shown. These rows are one share of the data, so the mix of outcomes need not match the whole.

SMILES	UHRF1 binding	PRMT1 FP inh	LEDGF integ inh	PG9 binder	TCR CD3 inh	rCAG RNA binder	HTRA1 inhibitor	MBD2 DNA inh	ABHD4 inh	NR1D1 modulator
CCC(C(=O)Nc1cccc(C(=O)O)c1)c1ccccc1 (stereo not drawn)	-4	-2	2	-2.3	5	0	-1	2	-3	-5
CCOc1ccc2nc(NC(=O)c3ccc(S(=O)(=O)N4CCOCC4)cc3)sc2c1	1	-1	1	-1.2	-4	5	4	6	-2	8
COc1ccc(CNC(=O)CSc2ncn[nH]2)cc1OC	-1	-3	2	-2.0	1	0	4	3	1	-2
CCc1nnc(NC(=O)c2cc(OC)c(OC)cc2[N+](=O)[O-])s1	4	7	-7	-1.0	-1	-1	-4	4	-1	1
COc1ccccc1NC(=O)C(C)Sc1nnc2ccccn12 (stereo not drawn)	-1	5	-3	1.1	-3	0	5	-7	-1	8
Cc1cccn2c(=O)c3cc(C#N)c(=NC(=O)c4ccco4)n(Cc4ccco4)c3nc12	-3	12	3	0.6	7	11	4	-6	2	-36
COc1ccccc1CNC(=O)c1cc2ccccc2o1	-1	4	-3	-0.9	-3	-4	-1	3	-1	1
Cc1ccc(CNC(=O)C2CCN(C(=O)Nc3ccccc3)CC2)cc1	-1	-3	6	0.7	2	33	-4	1	0	-2
NC(=O)Cn1cnc2c(nnn2-c2cccc(Cl)c2)c1=O	2	-8	3	0.1	1	4	6	-6	-4	7
CCOC(=O)C1CCN(C(=S)Nc2cc(C)ccc2C)CC1	4	2	-1	0.1	-5	0	-3	3	4	-1
OCC1OC(n2cnc3c(=S)nc[nH]c32)CC1O (stereo not drawn)	8	21*	4	0.9	-5	2	1	8	-11	-3
CN(C)c1ccc(CNC(=O)CCS(=O)(=O)c2ccc3c(c2)oc(=O)n3C)cc1	-1	-2	-1	-2.5	4	2	4	-1	2	6
CC(=O)N1CCCc2cc(S(=O)(=O)N3CCCC(C(=O)N4CCN(c5cc(C)ccc5C)CC4)C3)ccc21 (stereo not drawn)	4	-2	1	-0.7	-1	3	-12	2	-12	17*
COCCN(C(=O)COC(=O)CCC(=O)c1ccc(C)cc1)c1c(N)n(Cc2ccccc2)c(=O)[nH]c1=O	5	3	-4	-0.8	-7	0	1	-1	7	2
CCCC(C)C(=O)Nc1ccccc1C(=O)OCC (stereo not drawn)	-1	-1	3	0.5	2	-3	-4	-1	-1	1
CCc1c(C#N)c(=O)[nH]c(=O)n1-c1ccccc1	-1	0	1	0.9	1	1	7	3	2	-3
COc1ccc(C2C(C(=O)OCC(=O)N3CCCCC3)CCC(=O)N2c2ccc(OC)cc2)cc1 (stereo not drawn)	-1	0	0	-1.1	2	-9	-3	0	1	-1
CCN(CCN1CCCC1)C(=O)c1cc(COc2ccccc2SC)on1	1	0	0	-2.9	-5	-3	-5	-3	2	2
CCOC(=O)/C=C1\CN(CCC(C)C)S(=O)(=O)c2ccccc21	0	0	-1	-0.4	-6	-9	2	6	-1	5
Cc1cccc2cc(CN(CC3CCCO3)S(=O)(=O)c3ccccc3)c(=O)[nH]c12 (stereo not drawn)	0	-3	2	0.1	3	-5	-27	-2	4	-4
COc1ccc2[nH]c(C(=O)O)c(CCN3C(=O)c4ccc(C(=O)O)cc4C3=O)c2c1	-2	-2	1	-0.7	-3	1	12	-2	1	0
Cc1ccc(C(=O)N/N=C\c2ccc([N+](=O)[O-])s2)cn1	8	-6	4	-3.1	4	0	15	-8	4	-1
CSc1ccc(NC(=O)C2(C)CCN2C(=O)Cc2ccc(C(C)(C)C)cc2)cc1 (stereo not drawn)	1	0	1	-1.3	5	0	/	-2	-11	1
COc1cccc(C2C(C(=O)c3ccco3)=C(O)C(=O)N2CCN(C)C)c1OC (stereo not drawn)	0	5	1	0.3	-2	0	-3	1	3	0
O=C1CCC(/C=C/c2ccccc2)=NN1Cc1ccc(Cl)c(Cl)c1	0	-1	1	0.0	-3	2	-45	3	-5	5
O=C(Nc1nc(-c2ccc3c(c2)OCCO3)cs1)c1ccco1	1	-2	0	-0.9	6	2	-13	-4	-5	-1
CCOc1ccc(N=Nc2c(C)[nH]n(-c3ccccc3)c2=O)cc1	-1	0	1	-2.7	0	1	-18	-1	5	4
CC(Sc1ccc([N+](=O)[O-])cn1)C(=O)Nc1nccs1 (stereo not drawn)	1	6	-3	-2.0	-3	-1	-2	-2	6	0
CCCC(C)NS(=O)(=O)c1ccc(OC)c(C)c1 (stereo not drawn)	8	5	3	1.0	-8	-3	0	9	-10	0
COc1cc(/C=N/NC(=O)c2ccc(CSc3nc4ccccc4[nH]3)cc2)ccc1O	1	2	3	-0.2	-7	16	/	0	-22	-3
CCN(CC)S(=O)(=O)c1ccc2[nH]c(=O)cc(C(=O)NCC3CCCO3)c2c1 (stereo not drawn)	-1	-2	1	-3.2	0	-1	1	2	1	-1
Cc1ccc(S(=O)(=O)N2C[C@H]3[C@H]4C(=O)N(Cc5ccccc5)C(=O)[C@H]4CC(=O)[C@H]3[C@@H]2c2ccccc2Cl)cc1	1	-1	4	-0.5	-7	10	/	0	-7	-2
O=C(Nc1ccc2c(c1)OCO2)C1CCN(S(=O)(=O)c2cccs2)CC1	-4	0	1	-1.8	10	9	16	3	12	2
COc1c2ccoc2c(OC)c2oc(=O)ccc12	-1	7	3	-1.7	-6	4	1	-1	-9	-11
COCC(C)n1c(SCC(=O)N2CC(=O)Nc3ccccc32)nc2ccccc2c1=O (stereo not drawn)	0	0	0	-0.5	-1	1	-3	1	-8	-7
Cc1ccc(-n2ncc(Cl)c2C(=O)NC2CC2)cc1	-2	-2	7	-2.3	-3	-4	4	0	5	-1
CC/C(=N\Nc1ccc([N+](=O)[O-])cc1[N+](=O)[O-])c1ccc(O)cc1	-3	-2	-5	0.4	1	29	19	0	19	-5
Fc1cccc(Cc2c(-c3cccc(Cl)c3)nc3ccc(Cl)cn23)c1	0	5	-3	-2.1	2	20	/	-1	-25	6
Fc1ccccc1NC(=S)NCc1ccc(Cl)cc1	4	5	3	0.7	0	-1	-8	1	-9	-4
COC(=O)c1ccc2c(c1)C(=O)N(C1CCCCC1)C2=O	3	0	5	-0.3	2	-4	-5	2	0	2
O=C(C[C@H]1C[C@H](C(=O)N2CCOCC2)[C@@]2(CCC3CCCC3)c3[nH]c4ccc(Cl)cc4c3CCN2C1=O)NCCN1CCOCC1	-2	-1	0	-0.1	3	1	6	4	1	5
CCCC(=O)c1cc(F)c(N2CCN(CCC#N)CC2)cc1C	0	0	0	0.0	12	-6	3	0	0	-3
CN1C(=O)c2oc3ccccc3c(=O)c2C1c1cccnc1 (stereo not drawn)	1	-2	2	-3.0	0	1	0	-3	-4	-5
COCCOC(=O)N/C=C\c1nc2ccccc2c(=O)[nH]1	11	0	-2	0.4	6	-2	2	4	0	0
O=C(Nc1ccccc1)c1cc([N+](=O)[O-])ccc1Cl	-5	-5	4	-0.8	6	2	-1	1	-10	-1
Cc1c(C)c2ccc(OC(C)C(=O)N3CC[C@@]4(O)CCCC[C@H]4C3)cc2oc1=O (stereo partly drawn)	1	11	-3	1.5	-10	0	-6	1	1	2
Cc1ccccc1OCC(O)CNC1CCC(NCC(O)COc2ccccc2C)CC1 (stereo not drawn)	-2	-8	2	-1.4	3	11	19	2	21	1
O=C(O)CCc1nn2c3ccccc3n(CCO)c2nc1=O	2	2	-3	-0.7	-3	-1	2	2	6	1
O=C1c2nc3cc(-c4ccco4)[nH]n3c(=O)c2CN1C1CCCCC1	13	23*	18*	-3.0	-1	25	/	-5	28	-11
O=C(O)c1ccc(S(=O)(=O)N2CCCCCC2)cc1	-2	2	1	-1.8	7	3	-1	-6	3	5

Arranged by value in PRMT1 FP inh (high to low): 3 from the list above.
| molecule | PRMT1 FP inh | LEDGF integ inh | PG9 binder | TCR CD3 inh | HTRA1 inhibitor | MBD2 DNA inh | ABHD4 inh | NR1D1 modulator |
| --- | --- | --- | --- | --- | --- | --- | --- | --- |
| COc1ccccc1NC(=O)C(C)Sc1nnc2ccccn12 (stereo not drawn) | 5 | -3 | 1.1 | -3 | 5 | -7 | -1 | 8 |
| COc1ccc(C2C(C(=O)OCC(=O)N3CCCCC3)CCC(=O)N2c2ccc(OC)cc2)cc1 (stereo not drawn) | 0 | 0 | -1.1 | 2 | -3 | 0 | 1 | -1 |
| CCCC(C)C(=O)Nc1ccccc1C(=O)OCC (stereo not drawn) | -1 | 3 | 0.5 | 2 | -4 | -1 | -1 | 1 |

In the list so far, these have a Cl atom:
SMILES	UHRF1 binding	PRMT1 FP inh	LEDGF integ inh	PG9 binder	TCR CD3 inh	rCAG RNA binder	HTRA1 inhibitor	MBD2 DNA inh	ABHD4 inh	NR1D1 modulator
NC(=O)Cn1cnc2c(nnn2-c2cccc(Cl)c2)c1=O	2	-8	3	0.1	1	4	6	-6	-4	7
O=C1CCC(/C=C/c2ccccc2)=NN1Cc1ccc(Cl)c(Cl)c1	0	-1	1	0.0	-3	2	-45	3	-5	5
Cc1ccc(S(=O)(=O)N2C[C@H]3[C@H]4C(=O)N(Cc5ccccc5)C(=O)[C@H]4CC(=O)[C@H]3[C@@H]2c2ccccc2Cl)cc1	1	-1	4	-0.5	-7	10	/	0	-7	-2
Cc1ccc(-n2ncc(Cl)c2C(=O)NC2CC2)cc1	-2	-2	7	-2.3	-3	-4	4	0	5	-1
Fc1cccc(Cc2c(-c3cccc(Cl)c3)nc3ccc(Cl)cn23)c1	0	5	-3	-2.1	2	20	/	-1	-25	6
Fc1ccccc1NC(=S)NCc1ccc(Cl)cc1	4	5	3	0.7	0	-1	-8	1	-9	-4
O=C(C[C@H]1C[C@H](C(=O)N2CCOCC2)[C@@]2(CCC3CCCC3)c3[nH]c4ccc(Cl)cc4c3CCN2C1=O)NCCN1CCOCC1	-2	-1	0	-0.1	3	1	6	4	1	5
O=C(Nc1ccccc1)c1cc([N+](=O)[O-])ccc1Cl	-5	-5	4	-0.8	6	2	-1	1	-10	-1
